CRFBP-R2 agonist: CRF-BP/CRF-R2 complex agonism; HEK293 CRF-R2/CRF-BP, calcium dye fluorescence (FLIPR); percent of saturating CRF peptide response; AID 588473; activation, % at 13.2 µM; 350,000 compounds, 0.46% hits;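 active = activation of at least 50%, plus an integration ratio under a set limit after plate pattern correction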;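 also: plate controls were neutral control wells without compound for no effect and CRF at EC100 for full effect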
M5 antag: antagonists of human muscarinic M5 receptor (CHRM5); AID 624040; CHO-hM5 cells, Fluo-8 calcium fluorescence, ACh EC80; inhibition, % at 3 µM; P08912; 360,000 compounds, 0.59% hits;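 active = inhibition above a per-plate cutoff, the mean of that plate's test compounds plus 3 SD, cut at about 27% in these data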;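 also: 0% = acetylcholine EC80 with DMSO and 100% = DMSO without agonist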
Target sequence (P08912 whole entry, looked up): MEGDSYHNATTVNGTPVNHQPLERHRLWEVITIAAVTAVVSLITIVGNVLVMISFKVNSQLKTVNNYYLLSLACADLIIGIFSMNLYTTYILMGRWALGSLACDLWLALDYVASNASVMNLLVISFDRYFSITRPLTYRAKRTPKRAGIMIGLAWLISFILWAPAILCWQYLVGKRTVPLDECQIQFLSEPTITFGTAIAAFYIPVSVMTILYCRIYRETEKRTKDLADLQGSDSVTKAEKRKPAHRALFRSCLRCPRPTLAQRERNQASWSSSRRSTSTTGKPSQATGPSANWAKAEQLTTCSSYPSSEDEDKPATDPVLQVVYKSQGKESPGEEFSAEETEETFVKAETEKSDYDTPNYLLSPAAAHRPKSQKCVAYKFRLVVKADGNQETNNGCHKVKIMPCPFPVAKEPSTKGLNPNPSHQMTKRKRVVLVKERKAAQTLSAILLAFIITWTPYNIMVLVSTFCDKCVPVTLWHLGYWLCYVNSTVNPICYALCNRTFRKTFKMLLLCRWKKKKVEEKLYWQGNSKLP
CHRM4 antagonist: antagonists of human muscarinic M4 receptor (CHRM4); CHO-hM4 cells, ACh EC80, Fluo-8 calcium fluorescence; 360,000 compounds, 0.73% hits; AID 624125; P08173; inhibition, % at 3 µM;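 active = inhibition above its plate's cutoff, the mean inhibition of sample wells plus 3 SD, cut at about 27% in these data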;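 also: 0% = acetylcholine EC80 with DMSO and 100% = DMSO without agonist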
M1 antag: antagonists of human M1 muscarinic receptor | P11229 | inhibition, % at 3 µM | 360,000 compounds, 1.3% hits | CHO-K1 hM1, Fluo-8 calcium fluorescence, ACh EC80 antagonist;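 active = percent inhibition above its own plate's cutoff, namely the mean of that plate's compound wells plus 3 SD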;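 also: peak over basal fluorescence ratio during 140 s after agonist addition; 0% = ACh EC80 plus DMSO and 100% = DMSO alone without agonist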
Target sequence (P11229 whole entry, looked up): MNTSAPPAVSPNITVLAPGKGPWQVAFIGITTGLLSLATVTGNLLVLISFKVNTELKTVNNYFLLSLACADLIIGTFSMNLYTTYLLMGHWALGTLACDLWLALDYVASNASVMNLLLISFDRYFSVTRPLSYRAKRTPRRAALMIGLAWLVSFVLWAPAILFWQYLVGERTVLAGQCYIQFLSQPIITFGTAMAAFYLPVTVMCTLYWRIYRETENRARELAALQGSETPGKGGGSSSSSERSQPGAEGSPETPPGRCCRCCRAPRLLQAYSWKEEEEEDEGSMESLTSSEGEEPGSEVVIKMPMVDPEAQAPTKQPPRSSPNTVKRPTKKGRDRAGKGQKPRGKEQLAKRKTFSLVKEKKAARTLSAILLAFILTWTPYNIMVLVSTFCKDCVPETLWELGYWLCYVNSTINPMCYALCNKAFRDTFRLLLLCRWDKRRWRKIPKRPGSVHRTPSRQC
M1 PAM: positive allosteric modulators of human M1 muscarinic receptor | P11229 | CHO-K1 hM1, Fluo-8 calcium fluorescence, ACh EC20; 0% = ACh EC20, 100% = maximal ACh | activation, % at 3 µM | 360,000 compounds, 0.088% hits; in the data active = activation above about 19%, passing the limit was not always enough
CHRM5 agonist: CHRM5 agonism in calcium assay; P08912; CHO-K1 hM5 cells, Fluo-8 calcium fluorescence; 0% DMSO wells, 100% maximal acetylcholine response; activation, % at 3 µM; 360,000 compounds, 0.19% hits; AID 624037;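 active = activation above the run's mean over test compounds plus 3 SD, cut at about 23% in these data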;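 also: signal is peak over basal fluorescence ratio across the kinetic read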
M4 ag: CHRM4 agonism in calcium assay. activation, % at 3 µM. AID 624127. CHO-K1 hM4/Gqi5, Fluo-8 calcium fluorescence; vehicle 0%, full acetylcholine response 100%. 360,000 compounds, 0.14% hits;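 active = activation above the run mean over all test wells plus 3 SD, cut at about 32% in these data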;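 also: peak over basal fluorescence ratio per well then scaled between controls; 0% = DMSO wells and 100% = acetylcholine at EC100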
CHRM4 PAM: CHRM4 positive allosteric modulation; 360,000 compounds, 0.4% hits; activation, % at 3 µM; CHO-K1 hM4/Gqi5, Fluo-8 calcium fluorescence, ACh EC20; 0% = ACh EC20, 100% = maximal ACh; AID 624126; P08173;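 active = activation above its plate's cutoff, the mean activation of sample wells plus 3 SD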; also: some results filed as inactive read as strong as hits
CHRM5 PAM: CHRM5 positive allosteric modulation; P08912; CHO-K1 hM5, Fluo-8 calcium, ACh EC20 PAM; 0% = ACh EC20, 100% = ACh EC100; activation, % at 3 µM; 360,000 compounds, 0.3% hits;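 active = activation above the run cutoff, the mean activation of all test compounds plus 3 SD, cut at about 18% in these data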
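Measured by: Fluo-8 calcium fluorescence; material: human M5 receptor in CHO-K1 cells; schedule: Post-acetylcholine fluorescence recording 140 s; benchmarks: low control EC20 acetylcholine (0%), high control EC100 acetylcholine (100%); read-out: Max/basal fluorescence ratio as % of EC20–EC100 ACh window; compound: single dose, 3 µM nominal final test concentration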
The depositor's hits bear a star; nt = no result given. Compounds were not picked by outcome; overall some 2.8% were active at least once.

SMILES	CRFBP-R2 agonist	M5 antag	CHRM4 antagonist	M1 antag	M1 PAM	CHRM5 agonist	M4 ag	CHRM4 PAM	CHRM5 PAM
CCOC(=O)C1(CC2CCCCO2)CCN(S(=O)(=O)c2c(C)nn(C)c2C)CC1 (stereo unspecified)	-0.2	5.2	-1.6	-5.6	9.5	-4.8	1.0	4.3	2.4
CCn1c(=N)n(CC(O)c2ccco2)c2ccccc21 (stereo unspecified)	4.1	-5.2	3.3	-5.9	4.8	2.1	1.0	0.2	0.1
Cn1c(=O)cc(OCCCC(=O)NCCC2=CCCCC2)c2ccccc21	-1.2	-3.7	-5.3	-9.0	6.9	-5.1	1.5	2.5	-1.5
S=c1[nH]nc(COc2ccccc2)n1/N=C/c1ccccc1Cl	-4.2	4.0	0.9	-18.6	8.0	-5.0	-0.8	-1.4	-4.8
CCOCCCNC(=O)C(c1ccccc1)N(Cc1ccc2c(c1)OCO2)C(=O)CNC(C)=O (stereo unspecified)	1.7	-7.8	3.0	-37.0	9.6	-2.2	0.1	-4.8	8.2
O=C(c1ccccc1)c1ccc(-n2cnnc2)c([N+](=O)[O-])c1	-1.4	3.4	-7.4	-10.2	6.3	1.3	6.4	-3.2	-2.2
CCOc1ccccc1C(=O)NC(C(=O)NCc1ccccc1OC)C(C)C (stereo unspecified)	-0.1	-2.4	-8.0	-3.4	3.0	0.3	1.5	-1.3	-2.3
CCCCN(CCCC)CCNC(=O)c1cn(CC)c2ccc(S(=O)(=O)N(C)C3CCCCC3)cc2c1=O	0.5	9.5	9.2	11.6	-6.5	-11.7	-0.9	-18.9	-6.4
Cc1ccc(S(=O)(=O)n2nccc2-c2c(-c3ccccc3)noc2C)cc1	5.1	9.2	4.2	5.5	-5.5	-2.3	2.3	-10.8	-2.7
CN1CCC(=C2c3ccccc3Sc3ccccc32)CC1	-0.6	99.0*	99.4*	99.8*	-25.8	0.1	9.6	-17.9	-19.1
CCCC(=O)Nc1cc(OC)c(NC(=S)Nc2ccc(CC)cc2)cc1OC	-0.6	-1.2	2.2	-6.6	3.9	3.4	1.4	-2.8	-1.1
CC(C)Cn1c(N)c(C(=O)COC(=O)C2CC(=O)N(c3ccc4c(c3)OCCO4)C2)c(=O)n(C)c1=O (stereo unspecified)	-0.6	1.3	-22.2	-8.6	3.0	2.6	5.4	4.5	0.1
CNC(=O)C[C@@H]1C(=O)N(CCc2ccccc2)CC1(C)C	-0.1	-2.1	-5.2	-11.3	0.8	0.3	0.3	-0.8	0.2
O=C(Cc1ccccc1[N+](=O)[O-])N1CCOCC1	0.8	1.1	3.4	-17.4	17.2	0.6	1.1	-1.3	3.6
COc1cccc2cc(C(=O)Nc3cccnc3N3CCOCC3)c(=O)oc12	1.2	-4.8	-8.0	-28.5	11.6	1.6	1.2	9.7	1.6
Cc1ccc(S(=O)(=O)N2CCCCC2)cc1C(=O)NCCCN1CCOCC1	4.4	4.9	-9.7	-11.4	9.7	-3.1	0.2	-3.9	-0.6
Cc1cc(-c2c(C)[nH]n(-c3ccc(Cl)cc3)c2=O)n(-c2ccccc2)n1	-0.3	3.4	-0.8	-5.2	3.6	-0.7	0.6	1.8	0.9
CCOC(=O)N1CCN(c2c(NCCN(C)Cc3ccccc3)c(=O)c2=O)CC1	5.5	0.7	-10.3	-10.0	5.8	-0.5	0.9	2.6	-0.4
COc1cccc(C2=CC(=O)CC(C)(C)C2=O)c1	-0.7	-5.0	-41.9	-2.5	1.9	-1.9	1.8	13.5	-4.9
COc1ccc2oc(=Nc3ccccc3)c(-c3nc4ccccc4[nH]3)cc2c1	1.1	-11.7	6.4	-0.3	12.0	2.3	1.5	-5.1	6.4
COc1ccc(N2CCN(C(=O)COC(=O)CSc3ccccc3)CC2)cc1	1.0	0.5	-6.2	-13.9	15.0	1.2	7.3	17.4	8.0
COCCNC(=S)Nc1cc2oc3ccccc3c2cc1OC	-5.9	6.7	1.9	5.5	0.5	-5.3	2.9	-1.9	-2.5
CCNC(=S)N1CCN(c2nc(-c3cccc(OC)c3)cs2)CC1	0.6	-13.2	-10.5	-14.7	15.2	6.2	14.2	-8.7	-3.7
CS(=O)(=O)N1CCN(c2ccc([N+](=O)[O-])cc2F)CC1	-0.3	-14.1	2.0	-5.7	6.8	-3.2	0.6	-5.8	-2.6
O=C(CSc1ccc(Cl)cc1)Nc1ccccc1Oc1ccccc1	4.8	15.8	-3.4	-13.7	3.2	-2.3	0.1	5.4	-5.5
CN(c1ccccc1C(=O)Nc1ccc(F)c(Cl)c1)S(C)(=O)=O	-1.9	-15.7	0.8	-2.9	10.8	-2.2	1.3	-2.7	8.5
COc1ccn(C2CCCCO2)c(=O)n1 (stereo unspecified)	3.1	9.6	4.8	-3.9	1.4	-1.2	0.0	-4.0	-14.1
OCc1cc(-c2ccccn2)no1	0.7	-1.1	1.7	-4.7	4.9	0.8	2.4	9.5	5.3
COc1ccc(NC(=O)C2CCCN(S(=O)(=O)c3ccc4c(c3)CCCN4C(C)=O)C2)cc1 (stereo unspecified)	-1.4	12.6	-5.2	-11.2	7.9	-3.2	3.4	-5.7	-6.0
Cc1cccc(C)c1OCC(N)C(C)C (stereo unspecified)	-2.1	-0.8	5.1	-2.6	-8.1	0.5	1.0	-5.6	-4.8
O=C(Nc1nnc([C@H]2C[C@H](O)[C@@H](CO)O2)s1)Nc1cccc(Cl)c1Cl	nt	-0.8	-5.5	-7.6	2.7	1.3	0.7	8.4	-3.4
CN(Cc1ccc(Cl)cc1)C(=O)COC(=O)CSc1ccc([N+](=O)[O-])cc1	-1.4	0.6	8.2	-2.5	-3.9	-1.1	4.1	-5.0	-7.6
CCc1ccc(NC(=S)N2CCN(c3cccc(C(F)(F)F)c3)CC2)cc1	2.5	5.2	9.5	27.5	-13.1	-1.7	2.9	-10.7	-5.5
COc1cccc(C2Nc3c(F)cc(Br)cc3C3C=CCC32)c1OC (stereo unspecified)	-0.4	-1.0	3.9	-3.3	5.9	-1.1	0.2	-3.1	-0.9
CC(=O)Nc1cccc(NC(=O)CSc2nnc3ccc(-c4cccnc4)nn23)c1	0.9	-0.5	-5.9	-6.4	-0.3	1.3	0.6	3.1	1.6
Cc1ccc(NC(=S)NNC(=O)c2nn(C)c(C)c2Cl)cc1	-2.3	2.4	7.1	-17.2	-2.6	-2.4	-0.1	-0.9	3.5
Cc1ccc2c(c1)-c1c(cnn1CC(=O)O)CO2	2.2	-10.2	-4.6	-14.0	8.4	-2.8	0.3	6.3	1.6
COc1ccccc1C(=O)N(NC(=O)Oc1ccccc1)C(C)(C)C	0.6	4.2	-6.0	-16.1	7.7	-2.2	-0.2	0.7	-2.1
Cc1ccc(CNC(=O)c2ccc(S(=O)(=O)N(C)C)cc2)n1C	-0.9	-1.8	-1.2	6.6	-6.3	-1.3	0.8	-2.8	-0.2
COc1ccc(S(=O)(=O)N2C(=O)/C(=C3\SC(N)=NC3=O)c3ccccc32)cc1	-1.6	18.4	-3.7	6.0	-1.8	-2.8	-0.2	5.2	-9.8
Cc1ccc(NC(=O)NN2CCOCC2)cc1	-0.1	-7.2	9.3	3.9	-0.2	-0.8	0.2	-0.6	1.5
COC(=O)CC1=C(C(=O)OC)C(c2ccc3c(c2)OCO3)C(C#N)=C(N)O1 (stereo unspecified)	-2.2	18.1	-0.9	-6.7	4.2	-0.5	0.3	-2.8	-9.4
COc1ccc(-c2nc(CN3CCN(c4ncnc5ccccc45)CC3)c(C)o2)c(OC)c1	-2.8	-1.0	-6.1	-2.1	-4.0	3.8	10.6	-3.3	-6.6
O=C(c1ccco1)N1CCN(c2nnc(-c3ccccc3)c3ccccc23)CC1	0.1	0.2	8.8	9.8	-16.9	0.3	4.8	-12.2	-2.7
CC(=O)c1sc(Nc2ccc3c(c2)OCO3)nc1C	nt	-5.3	-11.2	-35.4	12.2	-3.4	-2.4	10.8	-2.5
O=C(Nc1ccc(OC(F)(F)F)cc1)c1ccc2c(c1)no[n+]2[O-]	-0.6	28.2*	2.4	33.6	-16.9	1.6	10.6	-38.4	-27.4
CCOC(=O)N1CCc2c(sc3c2c(=O)n(-c2ccc(CC)cc2)c(=O)n3CC(=O)NCC2CCCO2)C1 (stereo unspecified)	-0.3	-4.2	-6.4	-21.6	20.4	-1.9	1.1	0.8	1.6
C/C(=N\NC(=O)c1nnn(-c2nonc2N)c1CN(C)c1ccccc1)c1cccs1	-1.8	6.5	-7.1	-1.9	-1.6	-3.8	2.2	-1.9	-1.4
Cc1cc(C)cc(NC(=O)Cn2c(=O)oc3cc(S(=O)(=O)N4CC(C)CC(C)C4)ccc32)c1 (stereo unspecified)	0.5	0.8	-7.5	-5.2	-0.1	-0.6	-1.4	1.1	-12.0
COc1ccc(/C=N/n2c(-c3n[nH]c4c3CCC4)n[nH]c2=S)cc1	-0.6	2.9	-17.3	0.8	-10.1	-1.3	6.3	-7.1	-11.5
CCOC(CCNC(=O)c1cn(CC(C)C)c(=O)c2c1c1ccccc1n2C)OCC	-0.8	4.4	-14.9	-8.9	4.0	-1.1	6.4	-0.8	-5.8
CC1(C)Cc2c(sc(NC(=O)C(=O)N3CCN(CCO)CC3)c2C(N)=O)CO1	-1.2	-7.6	-4.5	-13.0	5.6	-3.1	1.2	5.4	2.0
Cc1ccc(CNC(=O)CSc2nc3ccccc3c(=O)n2CCCO)cc1	-1.7	0.2	-3.9	-6.0	5.3	4.7	7.2	0.3	-6.6
CC(=O)[C@@H]1[C@@H](C)N(Cc2ccccc2)C(=O)N[C@H]1c1ccccc1	-2.4	4.8	5.7	3.8	-2.2	0.2	1.0	1.9	5.8
CCc1cccc2c(C(=O)COC(=O)c3ccc([N+](=O)[O-])s3)c[nH]c12	22.0	8.2	1.3	10.7	-8.5	0.8	10.5	0.1	-9.4
COCCCNC(=O)C1=CCN(S(=O)(=O)c2ccc(OC)cc2)CC1	0.2	2.7	-3.6	-8.8	6.8	-4.0	0.3	-0.7	-1.0
COCCSc1ccccc1C(=O)N1CCc2ccccc21	-1.7	-20.6	-9.7	-1.4	-2.6	-18.9	-0.1	0.7	4.4
Cc1cc(-n2cnnn2)ccc1C(C)C	0.5	4.0	3.6	-5.4	8.7	-4.5	-1.0	0.3	5.7

Random excerpt: 4 records from the list, in no set order.
SMILES	CRFBP-R2 agonist	M5 antag	CHRM4 antagonist	M1 antag	M1 PAM	CHRM5 agonist	M4 ag	CHRM4 PAM	CHRM5 PAM
COCCCNC(=O)C1=CCN(S(=O)(=O)c2ccc(OC)cc2)CC1	0.2	2.7	-3.6	-8.8	6.8	-4.0	0.3	-0.7	-1.0
CC(=O)Nc1cccc(NC(=O)CSc2nnc3ccc(-c4cccnc4)nn23)c1	0.9	-0.5	-5.9	-6.4	-0.3	1.3	0.6	3.1	1.6
C/C(=N\NC(=O)c1nnn(-c2nonc2N)c1CN(C)c1ccccc1)c1cccs1	-1.8	6.5	-7.1	-1.9	-1.6	-3.8	2.2	-1.9	-1.4
COc1ccn(C2CCCCO2)c(=O)n1 (stereo unspecified)	3.1	9.6	4.8	-3.9	1.4	-1.2	0.0	-4.0	-14.1
